Screening results (PubChem BioAssay)
ASAP1 GAP inh = ASAP1 ArfGAP inhibition; AID 624377; ASAP1-stimulated ARF1 GTP hydrolysis, GDP FP detection; Q9ULH1; 360,000 tested, 0.19% active; inhibition, % at 16.5 µM; in the data active = inhibition above about 25%;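 also: 0% = vehicle with enzyme and substrate and 100% = no enzyme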
MBD2 inh = MBD2-methylated oligo binding inhibition; TR-FRET, MBD2 binding to methylated oligonucleotide; 370,000 tested, 0.31% active; inhibition, % at 4.4 µM; in the data active = inhibition above about 13%
Target sequence (Q9UBB5 whole entry, looked up): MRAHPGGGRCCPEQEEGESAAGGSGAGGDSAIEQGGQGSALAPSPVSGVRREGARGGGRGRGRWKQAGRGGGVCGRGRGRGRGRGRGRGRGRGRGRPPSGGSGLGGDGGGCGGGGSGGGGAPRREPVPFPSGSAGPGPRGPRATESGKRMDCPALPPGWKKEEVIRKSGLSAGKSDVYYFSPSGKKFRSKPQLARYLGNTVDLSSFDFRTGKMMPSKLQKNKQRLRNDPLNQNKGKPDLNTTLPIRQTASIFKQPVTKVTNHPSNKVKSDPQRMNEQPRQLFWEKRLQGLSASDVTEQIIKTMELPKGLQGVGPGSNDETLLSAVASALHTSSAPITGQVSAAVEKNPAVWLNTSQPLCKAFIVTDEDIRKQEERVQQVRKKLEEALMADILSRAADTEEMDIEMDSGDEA
proKLK7 act = activators of human kallikrein-7 zymogen; P49862; purified proKLK7, EDANS-DABCYL substrate fluorescence; 100% is mature enzyme control, 0% vehicle; activation, % at 7 µM; 370,000 tested, 0.9% active; AID 652039;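 active = activation above the mean of all tested compounds plus 3 SD, computed per campaign excluding outliers beyond control limits, cut at about 13% in these data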
ADAM17 inh = inhibits human ADAM17; AID 720648; inhibition, % at 6.95 µM; 370,000 tested, 0.83% active; recombinant ADAM17, EDANS/DABCYL FRET peptide cleavage; P78536;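 active = inhibition above the mean of compounds lying between control limits plus 3 SD, set per campaign, cut at about 8.5% in these data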;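 also: 0% = DMSO-only wells as the low control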
Tn7 DDE FP = inhibitors of Tn7 peptide binding to human fibrin DD(E); FP displacement of FITC-Tn7 peptide from fibrin DD(E); 0% = median of compound wells per plate; inhibition, % at 8.3 µM; 370,000 tested, 0.13% active;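 active = inhibition above the mean of compounds falling within the control limits plus 3 SD of them, cut at about 14% in these data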;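 also: 0% = plate median of compound wells and 100% = 10 µM Aha-Tn7 peptide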
Target sequence (P02675 whole entry, looked up): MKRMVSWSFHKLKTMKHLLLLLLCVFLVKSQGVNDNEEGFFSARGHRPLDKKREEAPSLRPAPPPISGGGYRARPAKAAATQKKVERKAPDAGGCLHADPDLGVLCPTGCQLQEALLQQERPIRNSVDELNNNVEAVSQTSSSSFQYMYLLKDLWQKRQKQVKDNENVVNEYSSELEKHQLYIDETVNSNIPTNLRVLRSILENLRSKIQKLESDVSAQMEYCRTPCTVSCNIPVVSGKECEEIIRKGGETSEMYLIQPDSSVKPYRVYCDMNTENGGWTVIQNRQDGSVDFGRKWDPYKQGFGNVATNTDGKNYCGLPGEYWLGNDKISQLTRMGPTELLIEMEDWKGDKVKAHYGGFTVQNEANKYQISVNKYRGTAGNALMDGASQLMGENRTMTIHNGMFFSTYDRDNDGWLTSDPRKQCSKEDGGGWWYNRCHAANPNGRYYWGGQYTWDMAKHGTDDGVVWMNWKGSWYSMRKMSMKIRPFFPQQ
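Measure: % inhibition scaled between sample-field median and high-control FP; Test system: human fibrin DD(E); Quantity: 2 µM final DD(E) protein; Doses: one dose, 8.3 µM nominal; Schedule: compound with protein 10 min, then 3 h after probe, room temperature; Detection: fluorescence polarization; Medium: Tris buffer with calcium and detergent, pH 7.8.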
ARFGAP1 inhibitor = inhibits rat ARF GTPase activating protein 1 | Q62848 | Arfgap1-stimulated ARF1 GTP hydrolysis, GDP FP detection | inhibition, % at 16.5 µM | 360,000 tested, 0.26% active | AID 651572;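 active = inhibition above a per-plate limit, mean inhibition of low control wells plus 3 SD, cut at about 25% in these data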;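 also: 0% = DMSO wells with enzyme and 100% = wells lacking Arfgap1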
Target sequence (Q62848 1-136 limits assumed): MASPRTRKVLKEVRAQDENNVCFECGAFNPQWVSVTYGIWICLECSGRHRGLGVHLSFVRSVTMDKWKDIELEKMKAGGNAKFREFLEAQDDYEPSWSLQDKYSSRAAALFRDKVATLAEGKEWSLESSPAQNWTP
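system = rat Arfgap1 catalytic domain, aa 1-136 | technique = FP, GDP Alexa 633 tracer displaced from anti-GDP antibody, 620/688 nm | compound = one concentration, 16.5 µM, DMSO 1.26% | medium = HEPES-based buffer, pH 7.5 | timing = compound-enzyme preincubation 20 min, reaction 120 min, detection 60 min, 25 °C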
PLCb3 inh = PLC-beta3 (human) inhibition, primary screen. Q01970. AID 720704. 370,000 tested, 0.18% active. inhibition, % at 12.2 µM. Purified PLC-beta3, fluorogenic substrate, fluorescence; in the data active = inhibition above about 11%;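 also: 0% = median of compound wells on plate and 100% = full blocker control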
DDE Tn6 FP inh = DD(E)-Tn6 binding inhibition, primary FP screen; P02675; Fibrin DD(E) TRITC-Tn6 fluorescence polarization displacement; inhibition, % at 8.3 µM; 370,000 tested, 0.21% active; AID 720509;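 active = inhibition above a per-campaign cutoff: mean of compounds within control limits plus 3 SD, cut at about 15% in these data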;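 also: 0% = median of all compound wells on the plate and 100% = blocking peptide control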
PLC-gamma1 inh = blocks human PLC-gamma1 enzyme activity; 370,000 tested, 0.84% active; inhibition, % at 12.2 µM; purified PLC-gamma1, fluorogenic substrate, fluorescence; P19174; in the data active = inhibition above about 9.5%
UHRF1 binding = UHRF1 methyl-DNA binding inhibition; Q96T88; UHRF1 binding to methylated oligo, TR-FRET; inhibition, % at 4.4 µM; 370,000 tested, 0.75% active; in the data active = inhibition above about 21%;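 also: UHRF1 SRA domain binding a hemimethylated CpG hairpin DNA probe; 0% = median of test compound wells and 100% = reference inhibitor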
Starred values were filed as active, the others as inactive; . = no result given. Hits appear at their usual frequency; 4.1% or so of the library scored in one or more.

SMILES	ASAP1 GAP inh	MBD2 inh	proKLK7 act	ADAM17 inh	Tn7 DDE FP	ARFGAP1 inhibitor	PLCb3 inh	DDE Tn6 FP inh	PLC-gamma1 inh	UHRF1 binding
Fc1ccc(-c2[nH]ncc2CN(CC2CCC2)CC2CCCO2)c(F)c1 (configuration not stated)	13	-2	-0.1	-2	-1	-1	-6	-6	1	2
O=[N+]([O-])c1cccc(S(=O)(=O)NCC2CC3CCC2C3)c1 (configuration not stated)	-5	-4	-0.5	2	-3	5	-3	-3	6	-2
COc1ccc(C(C)=O)cc1CSc1nncn1-c1ccccc1	3	0	-0.5	-1	-6	-6	4	6	2	-2
Cc1cccc(-c2nsc(SCC(=O)Nc3cc(C)on3)n2)c1	4	-3	-0.3	-2	2	-1	0	1	4	-1
O=C(c1ccc(F)cc1)C1CCN(C(=S)Nc2ccc(F)cc2)CC1	11	2	0.0	2	-6	-6	-1	-4	5	1
CN(C(=O)CCN1C(=O)/C(=C/c2ccccc2F)SC1=S)C1CCS(=O)(=O)C1 (configuration not stated)	7	-5	0.7	-4	-6	1	-6	1	0	-3
CC1(C(=O)Nc2cccc3c2CCCC3)CCN1C(=O)CCC1CCCC1 (configuration not stated)	-2	0	0.2	1	-2	-10	0	-2	-4	0
C=CC(=O)NC(NC(=O)C=C)c1ccccc1F	-1	2	-0.2	-5	2	8	-9	11	0	2
COC(=O)c1c(-c2ccc(C(C)(C)C)cc2)csc1NC(=O)C1C2CCC(O2)C1C(=O)O (configuration not stated)	-8	-2	-0.2	0	-8	0	-1	-4	-3	-5
CC(=O)CC[C@@H]1CC[C@]2(CCCN(S(=O)(=O)c3ccccc3)C2)O1	.	-5	0.1	0	-4	.	6	-1	1	-3
O=C(CCl)c1ccc(Cc2ncc(C(F)(F)F)cc2Cl)s1	13	1	-0.3	-1	-3	3	-3	0	-1	1
O=C(NC(=S)Nc1ccc(S(=O)(=O)Nc2nccs2)cc1)c1ccccc1F	12	-4	-0.1	-3	-1	4	-3	-1	-1	6
COc1ccc(CNC(=O)C[C@@H]2C[C@H]3c4cc(NC(=O)C5CCC5)ccc4O[C@H]3[C@@H](CO)O2)cc1	8	-5	1.2	-5	5	2	0	0	-3	-1
Cc1ccc(Cl)c(OC(=O)Cn2cnc3c2c(=O)n(C)c(=O)n3C)c1	-10	-2	-0.4	-2	-8	-1	3	9	2	0
Cc1ccc(C)c(SCC(=O)NC2CCS(=O)(=O)C2)c1 (configuration not stated)	-2	-1	0.2	-1	8	-12	-3	-5	-2	-2
Cc1ccc(N(CC(=O)NCc2ccccc2)S(=O)(=O)c2c(C)noc2C)cc1	1	1	0.0	-5	-3	3	-2	3	1	1
COc1cccc(C(=O)Nc2cc(C)ccc2NC(=O)COc2ccccc2)c1	5	-2	-0.1	-1	-3	-1	2	-3	5	1
COC(=O)C[C@H]1c2cc(F)ccc2S(=O)(=O)N1C(C)C	-6	1	-0.1	-2	1	-6	-1	-3	-2	1
C=CCN1C(=O)[C@@H](CC(=O)NCC2CCCCC2)[C@]2(C(=O)OCC)CCCCC/C=C/12	.	-2	0.1	3	0	.	6	-7	7	-3
COC(=O)[C@]1(C)CN(C(=O)OC(C)(C)C)C2=C1C(=O)C[C@](C)(C(=O)OC(C)(C)C)C2	.	1	-0.3	-5	-2	.	1	-4	0	-3
C=C1c2ccccc2NC(=O)N1c1ccc(OC)cc1	4	1	0.6	-2	-6	1	-2	8	-4	1
CCCCn1c(N)c(N(CCC(C)C)C(=O)c2[nH]c(C)c(C(=O)OCC)c2C)c(=O)[nH]c1=O	-3	0	0.1	-4	-5	5	-3	-3	-4	2
O=S(=O)(Nc1ccccc1C(F)(F)F)c1ccc(-c2ccccn2)s1	-7	-3	0.1	-2	5	3	-9	10	-7	0
CC(C)CN(CC(C)C)S(=O)(=O)N1CCC(C(=O)NCc2ccc3c(c2)OCO3)CC1	-1	1	-0.2	0	2	4	-3	7	2	0
CCc1ccc(Nc2cc(C)nc3ncnn23)cc1	11	6	-0.1	-6	-1	0	-6	8	-5	0
COc1ccc(CNS(=O)(=O)c2cc3c(cc2C)N(C)CCO3)cc1	-6	-4	0.4	-1	7	5	0	2	0	-4
O=C(Nc1ccc(Cl)cc1)C1CCCCN1S(=O)(=O)c1ccccc1 (configuration not stated)	4	4	0.5	1	1	0	-8	1	-1	-2
CN1C(=O)C(C)(C)c2cc(S(=O)(=O)N3CCC(C(=O)Nc4ccc(Cl)cc4)CC3)ccc21	3	0	0.4	2	3	-9	0	1	2	1
CC(=O)Cc1ccccc1OCC(=O)O	3	-2	-0.1	-1	2	3	3	-2	-5	-2
CCCCCCCCNC(=O)C1CSCCS(=O)(=O)N1Cc1ccc(F)cc1 (configuration not stated)	.	-2	0.0	1	5	.	2	4	0	-1
COc1ccc(OC)c(NC(=O)COC(=O)c2cc3c(s2)CCC3)c1	1	19*	0.6	0	-3	7	-10	2	-5	47*
CN(Cc1ccccc1)S(=O)(=O)c1ccc(N2CCOCC2)nc1	-1	-2	-0.6	-1	-1	-6	-8	7	-1	-2
O=C(NCc1ccccn1)C1CC(c2ccc(F)cc2)=NO1 (configuration not stated)	1	5	-0.3	-2	-1	8	1	6	-1	3
CCc1nnc(NC(=O)[C@@H](NC(=O)c2cccc(S(=O)(=O)N3CCOCC3)c2)C(C)C)s1	11	3	-0.1	-3	6	-10	-1	3	0	4
OC(CNCc1ccco1)Cn1c2ccccc2c2ccccc21 (configuration not stated)	-7	-7	-1.2	-1	-1	8	9	-4	5	3
NC(=O)C1CCN(CC(O)COc2ccc(-c3ccccc3)cc2)CC1 (configuration not stated)	11	-2	-1.1	0	-14	3	3	-5	2	-1
O=C(CC1SC(=Nc2ccccc2)N(CCc2ccccn2)C1=O)Nc1ccc(F)cc1 (configuration not stated)	6	-1	0.5	0	2	-15	5	3	9.8*	2
O=c1c(Cc2ccc(F)cc2)c(O)ccn1Cc1ccco1	-3	-4	-0.3	-1	-2	10	-1	4	2	-3
CC(NC(=O)c1ccccc1)c1nnc(SCC(=O)NC2=NCCS2)n1C (configuration not stated)	5	-1	-0.1	1	1	0	-6	5	0	-1
COC(=O)C1=CC[C@@H](NC(=O)OC(C)(C)C)[C@H](O)[C@H]1O[Si](C)(C)C(C)(C)C	.	2	.	9.9*	-6	.	3	-7	-3	-4

Compound profiles (already shown). Values in the order: ASAP1 GAP inh, MBD2 inh, proKLK7 act, ADAM17 inh, Tn7 DDE FP, ARFGAP1 inhibitor, PLCb3 inh, DDE Tn6 FP inh, PLC-gamma1 inh, UHRF1 binding
Record of OC(CNCc1ccco1)Cn1c2ccccc2c2ccccc21 (configuration not stated) : -7, -7, -1.2, -1, -1, 8, 9, -4, 5, 3
Record of COC(=O)C[C@H]1c2cc(F)ccc2S(=O)(=O)N1C(C)C : -6, 1, -0.1, -2, 1, -6, -1, -3, -2, 1
Record of CCc1nnc(NC(=O)[C@@H](NC(=O)c2cccc(S(=O)(=O)N3CCOCC3)c2)C(C)C)s1 : 11, 3, -0.1, -3, 6, -10, -1, 3, 0, 4
Record of CN(C(=O)CCN1C(=O)/C(=C/c2ccccc2F)SC1=S)C1CCS(=O)(=O)C1 (configuration not stated) : 7, -5, 0.7, -4, -6, 1, -6, 1, 0, -3

(cont.)
SMILES	ASAP1 GAP inh	MBD2 inh	proKLK7 act	ADAM17 inh	Tn7 DDE FP	ARFGAP1 inhibitor	PLCb3 inh	DDE Tn6 FP inh	PLC-gamma1 inh	UHRF1 binding
CNC(=O)/C(C#N)=C/c1cn(CC(=O)NCc2ccco2)c2ccccc12	-2	-2	-17	-3	1	-2	-8	1	-4	-5
C=CCNc1oc(-c2ccc(OC)cc2)nc1C#N	-4	-4	-0.9	-201	-2	0	-180	0	-136	-1
CC(/C=C/c1ccccc1)=N\NC(=O)c1cc(C)nc2ccccc12	-1	-4	0.0	-4	1	1	-2	-2	0	-2
Cc1c(C)n(CCC(=O)O)c2ccccc12	-15	2	0.8	-2	7	-16	0	1	-2	-2
Cc1cccc(NC(=O)c2oc3c(c2C)C(=O)CC(C)(C)C3)n1	8	-4	0.1	-1	0	0	1	3	0	2
CC(C)C(=O)NC(=S)Nc1ccc(CN2CCOCC2)cc1	0	-2	-0.6	-2	-2	-1	3	0	1	-2
CC(C)c1ccc(NC(=O)C2CCN(S(C)(=O)=O)CC2)cc1	12	-6	0.9	-3	2	6	2	5	-1	-1
CC1(C)CC(=O)c2cnc(NC(=O)CCc3ccccc3)nc2C1	5	3	-0.4	-4	0	1	-3	6	0	-1
COC(=O)C1C=CC(OC2OC(COC(C)=O)C(OC(C)=O)C(OC(C)=O)C2OC(C)=O)n2c(=O)n(-c3ccccc3)c(=O)n21 (configuration not stated)	4	-1	0.2	-8	11	-3	-4	12	-2	-3
CCCCn1c(N)c(N(CC(C)C)C(=O)CCC2CCCCC2)c(=O)[nH]c1=O	12	-2	-0.3	-1	6	-3	-9	8	-2	-1
CCn1c(SCc2ccc(C#N)cc2)nnc1-c1ccc(S(=O)(=O)N2CCCCC2)cc1	-2	1	0.0	1	2	2	-3	8	-1	1
O=C(CN1CCCN(S(=O)(=O)c2ccc(Br)s2)CC1)Nc1ccc(Cl)cc1	-13	-5	-0.1	2	11	-10	-25	1	-2	-3
COC(=O)[C@@]1(C(C)C)N=C(c2cc(OC)c(OC)c(OC)c2)[C@]2(O1)C(=O)N(C)c1ccc(Cl)cc12	-5	3	-0.2	-2	-1	13	2	-1	1	0
CCC(=O)N1CCN(c2ccc(Cl)cc2NC(=O)c2ccc(N3CCCC3)c([N+](=O)[O-])c2)CC1	1	2	0.0	-1	1	7	2	-1	-3	1
Cc1ccc(S(=O)(=O)c2ccc([N+](=O)[O-])o2)cc1	-6	4	-0.6	-2	4	4	0	-1	5	4
O=C(CCCC(=O)N(CC(=O)NC1CCCC1)Cc1ccccc1Cl)Nc1ccccn1	-3	0	0.5	4	1	1	0	-2	2	3
Cc1nc(-c2ccc(S(=O)(=O)N3CCN(CCc4ccccc4)CC3)s2)cs1	-8	5	0.2	0	7	7	-4	4	0	-1
COc1cccc(/C=C/C(=O)OCC(=O)N2CCN(S(=O)(=O)c3ccc(Cl)cc3)CC2)c1	0	-1	-1.9	0	-1	10	-12	-2	-4	1
C[C@@H](NC(=O)[C@@H]1Cc2ccccc2CN1)C(=O)Nc1ccc2c(c1)OCCO2	-7	7	0.2	-6	0	-5	-5	-3	-3	-1
COc1cc(C)c(CN2CCC(Oc3ccc(C(=O)N4CCCC4)cc3)CC2)cc1C	3	0	0.1	1	6	14	-3	-1	-3	0
Cc1ccccc1OCC(=O)Nc1ccc(N2CCN(S(C)(=O)=O)CC2)cc1	-14	3	0.0	-2	2	5	-5	7	-3	18
CCCCn1c(N)c(N(CC(C)C)C(=O)CC2OC(=O)c3ccccc32)c(=O)[nH]c1=O (configuration not stated)	10	-1	0.1	-3	7	-4	0	3	0	1
CCOc1ccc(C(C(=O)NCCOC)N(CCOC)C(=O)CCC(=O)Nc2ccccn2)cc1 (configuration not stated)	-10	1	0.3	-2	5	0	-7	2	0	2
CCOc1ccc(N(CC(=O)NN=C2CCN(C)CC2)S(C)(=O)=O)cc1	7	1	0.3	8.7*	-12	8	0	-9	3	4
